Compound activity (PubChem BioAssay)
CHT block – inhibitors of human choline transporter CHT | Q9GZV3 | CHT-expressing cells, membrane potential dye, choline response; active compounds read low | AID 488975 | 310,000 tested, 0.86% active | B-score at 10 µM;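 active means B-score over 3 SD under the library average, and starting fluorescence ratio not unusually high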;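 further: choline stimulus applied at its EC90 after an EC20 pre-addition; B-score computed on integrated fluorescence ratio after choline addition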
Target sequence (Q9GZV3 whole entry, looked up): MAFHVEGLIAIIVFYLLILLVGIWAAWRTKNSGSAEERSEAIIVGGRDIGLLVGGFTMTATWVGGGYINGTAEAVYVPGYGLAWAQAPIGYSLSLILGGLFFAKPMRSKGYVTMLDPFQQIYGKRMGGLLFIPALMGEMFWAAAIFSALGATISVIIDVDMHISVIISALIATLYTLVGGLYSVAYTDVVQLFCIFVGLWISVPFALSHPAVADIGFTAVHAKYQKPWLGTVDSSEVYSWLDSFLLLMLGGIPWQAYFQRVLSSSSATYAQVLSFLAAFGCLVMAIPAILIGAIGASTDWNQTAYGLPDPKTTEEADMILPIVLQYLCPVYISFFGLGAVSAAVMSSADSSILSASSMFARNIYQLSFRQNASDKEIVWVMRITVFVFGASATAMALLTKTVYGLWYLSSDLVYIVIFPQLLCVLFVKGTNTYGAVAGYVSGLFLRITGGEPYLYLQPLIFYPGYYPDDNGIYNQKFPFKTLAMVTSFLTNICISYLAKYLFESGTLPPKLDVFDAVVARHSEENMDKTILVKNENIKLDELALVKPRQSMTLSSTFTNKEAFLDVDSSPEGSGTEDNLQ
KCNQ2 block – KCNQ2 channel blockers in CHO-K1 cells – cell-based, FluxOR thallium flux, B-score, primary screen (AID 2156); O88943; 20 min; active compounds read low; B-score at 10 µM; 310,000 tested, 1.1% active;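 active means fluorescence ratio B-score at most minus 3 library SDs, with starting brightness B-score within 2 library SDs, cut at about -5.5 in these data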
* = called active by the depositor; i = inactive; x = no result given.

| KCNQ2 block | CHT block | structure |
| --- | --- | --- |
| i | i | O=C(Nc1cc2nn(-c3ccccc3)nc2cc1Cl)c1ccco1 |
| i | i | COCCN1CN=C(NS(=O)(=O)c2ccc(C)cc2)NC1 |
| i | i | COc1cc(CN2CCC(Cc3ccccc3)CC2)cc([N+](=O)[O-])c1O |
| i | i | CC1=CC(=O)C=C(C)C1=NOC(=O)c1cccc([N+](=O)[O-])c1 |
| i | i | O=c1[nH]c2cc3c(cc2cc1CN(CCCO)C(=S)NCc1ccco1)OCO3 |
| i | i | O=C(CSc1nnnn1-c1ccccc1)Nc1ccc(N2CCOCC2)c(Cl)c1 |
| i | i | COC(=O)C1=C(C)NC2=C(C(=O)CC(C)(C)C2)C1c1ccccn1 (configuration not stated) |
| i | i | COc1ccc(C(=O)NCCCNC(=O)c2cnccn2)cc1 |
| i | i | O=C(COC(=O)CSCc1ccccc1)NCc1ccccc1 |
| i | i | Cc1ccc(-c2nc3sc(C(N)=O)c(N)c3c3c2CCCC3)cc1 |
| i | i | O=S(=O)(CC(CN1CCCCC1)N1CCCCC1)c1ccccc1 (configuration not stated) |
| i | i | COc1ccccc1C(=O)Nc1ccc2nc3n(c(=O)c2c1)CCCC3 |
| i | i | Cc1ccc(C2CC2C(=O)NN)cc1 (configuration not stated) |
| i | i | CCc1ccc(NC(=O)C2CCN(S(=O)(=O)c3ccc4c(c3)N(C(C)=O)CCO4)CC2)cc1 |
| i | i | COc1cc(/C=C/C(=O)NC(=O)c2ccccc2O)ccc1O |
| i | i | CC(C)(C)C(=O)Nc1sc2c(c1C(=O)Nc1ccccn1)CCCC2 |
| i | i | COc1ccc(CC(=O)NNC(=O)CCc2ccccc2)cc1 |
| i | i | CC1(C)Oc2ccc(C(=O)NC3CCCCC3)cc2N(CC#N)C1=O |
| i | i | COc1ccc(N(CC(=O)NCCC2=CCCCC2)S(=O)(=O)c2ccc(C)cc2)cc1 |
| i | i | CC(=O)N1C(C)(C)CC(=NOC(=O)c2ccc(C)cc2)CC1(C)C |
| x | i | O=C(NCCCn1ccnc1)Nc1cccc2ccccc12 |
| i | i | COc1ccc(C(=O)CSc2nnc(CNC(=O)c3ccc(OC)cc3)n2C)cc1 |
| i | i | CC(=O)NCC1CCCN(c2nc3nonc3nc2N(C)Cc2ccccc2)C1 (configuration not stated) |
| i | i | COc1ccccc1CN1CCSCC1 |
| i | i | CC(C)(C)OC(=O)N[C@@H](Cc1ccccc1)C(=O)N1CCC(C(=O)N[C@@H](CCC(N)=O)C(=O)O)CC1 |
| i | i | COc1ccc2nc(NC(=O)CCn3cccc3)sc2c1 |
| i | i | COc1ccc(NC(=O)CCNS(=O)(=O)c2cc(Br)cnc2N)cc1OC |
| i | i | COC(=O)[C@H](CCSC)NC(=O)[C@@H](Cc1cnc[nH]1)NC(=O)OCc1ccccc1 |
| i | i | COc1ccc(NC(=S)N(CCCN2CCOCC2)Cc2cn(C)c3ccccc23)cc1OC |
| i | i | COC(=O)c1ccccc1NC(=O)N1CCN(c2ccccc2)CC1 |
| i | i | Cc1ccc(Nc2nc(N)c(C#N)c(CC#N)c2C#N)cc1 |
| i | i | Cc1ccc2nc(-c3ccccc3)c(CC(=O)O)c(C(=O)O)c2c1 |
| i | i | O=C(/C=C\c1ccc(-c2cccc([N+](=O)[O-])c2)o1)N1CCOCC1 |
| i | i | CCC1(c2ccccc2)NC(=O)N(CC(=O)Nc2ccccc2N2CCCC2)C1=O (configuration not stated) |
| i | i | COC(=O)c1ccccc1NC(=S)N(Cc1ccc2c(c1)OCO2)Cc1cc2cc(C)ccc2[nH]c1=O |
| i | i | [O-]/[N+](=C\c1ccccc1)[C@@H]1CCCC[C@@H]1/[N+]([O-])=C/c1ccccc1 |
| i | i | COc1ccc(N2CCN(C(=O)CSc3nnc(NC(=O)C4CC4)s3)CC2)cc1 |
| i | i | Nc1[nH]nc2c1NN(c1ccc(Cl)cc1Cl)N2 |
| i | i | Nc1[nH][nH]c(=O)c1N=Nc1ccc2c(c1)OCO2 |
| i | i | CN(C)CCN(C(=O)CN1C(=O)c2ccccc2C1=O)c1nc2cc3c(cc2s1)OCCO3 |
| i | i | COc1cc(C2=NOC(C(=O)NCc3ccco3)C2)cc(OC)c1OC (configuration not stated) |
| i | i | COc1cc(/C=C/c2ccc3cccc(O)c3n2)cc(Cl)c1OC |
| i | i | CN1CCCCC1CCN1c2ccccc2Sc2ccc(S(C)=O)cc21 (configuration not stated) |
| i | i | Cn1c(=S)oc2ccccc21 |
| i | i | COc1cc(NC(=O)c2sc3ncn(CC(=O)N4CCCCC4)c(=O)c3c2C)cc(OC)c1OC |
| i | i | C=CCn1c(SCC(=O)Nc2cc(NC(C)=O)ccc2OC)nnc1-c1ccccn1 |
| i | i | COc1ccc(N(C(=O)/C=C/c2ccc(OC)c(OC)c2)C2=CC3CCC(C2)N3C)cc1 (configuration not stated) |
| i | i | Cc1ccccc1OCc1nnc(SCC(=O)Nc2ccc(N3CCOCC3)c(Cl)c2)n1C |
| i | i | CC(=O)Nc1ccc(Nc2cc(C)nc3ccccc23)cc1 |
| i | i | Cc1cccc(C)c1NC(=O)C1CCCNC1 (configuration not stated) |

The list goes on.
| KCNQ2 block | CHT block | structure |
| --- | --- | --- |
| i | i | CC(=O)NC12CC3CC(C1)CC(C(=O)N1CCN(c4ncccn4)CC1)(C3)C2 |
| i | i | O=C(CNCc1ccncc1)Nc1cc(S(=O)(=O)N2CCCCC2)ccc1Cl |
| i | i | COCCNC(=S)N/N=C/c1c(C)[nH]c2ccccc12 |
| i | i | O=C(CSc1nc2ccc(Nc3nc(N4CCCC4)nc(N4CCCC4)n3)cc2s1)NCc1ccco1 |
| i | i | O=C(N/N=C\c1ccc(Cl)cc1)C1=NOC2COC3(CCN(c4ccc([N+](=O)[O-])cc4)CC3)OCC12 (configuration not stated) |
| i | i | O=C(c1ccc(OC2CCN(CCc3ccccc3)CC2)cc1)N1CCCCC1CCCO (configuration not stated) |
| i | i | CC1CCCCN1CCNC(=O)C1CCN(S(=O)(=O)c2cccc3nsnc23)CC1 (configuration not stated) |
| i | i | CN(C)C(=O)CSc1nc(-c2ccccc2)nc2c1CCCC2 |
| i | i | O=C(c1ccc2nc3ccccc3c(=O)n2c1)N1CCN(Cc2ccc3c(c2)OCO3)CC1 |
| i | i | O=C(Nc1ccc(S(=O)(=O)NC2=NCCCCC2)cc1)c1ccc2ccccc2n1 |
| i | i | CCOc1ccc(/C=C2/Sc3ccc(C(=O)NCC4CCCO4)cc3N(C)C2=O)cc1OC (configuration not stated) |
| i | i | CC(C)c1ccc(NC(=O)C2CCN(C(=O)[C@@H]3Cc4ccccc4CN3)CC2)cc1 |
| i | i | O=C(Nc1ccc(-c2csnn2)cc1)C1CC1 |
| i | i | Cc1c(Cl)c(C(=O)NNC(=S)NCc2ccco2)nn1C |
| i | i | COc1ccc2nc(NC(=O)CSC(C)C(=O)Nc3cc(C)on3)sc2c1 (configuration not stated) |
| i | i | CCS(=O)(=O)Nc1ccc(C2=NN(C(=O)c3ccco3)C(c3ccco3)C2)cc1 (configuration not stated) |
| i | i | O=C(NCC1CCCO1)C(Cc1ccccc1)N1C(=O)C2C3C=CC(C4CC34)C2C1=O (configuration not stated) |
| i | i | Cc1sc(NC(=S)NC(=O)c2ccco2)c(C#N)c1C |
| i | i | COc1ccc(C2CC(c3ccccc3)Nc3nc(NC(=O)c4ccco4)nn32)cc1 (configuration not stated) |
| i | i | O=C(COC(=O)c1ccccc1[N+](=O)[O-])NCCCc1ccccc1 |
| i | i | COC(=O)c1sccc1NC(=O)c1cc(OC)cc(OC)c1 |
| i | i | O=[N+]([O-])c1ccc(S(=O)(=O)c2cccc(C(F)(F)F)c2)nc1 |
| i | i | Cc1nc2ccccc2c(=O)n1NC(=O)c1ccccc1Br |
| i | i | ClC(CCN1CCN(Cc2ccccc2)CC1)c1ccccc1 (configuration not stated) |
| i | i | CC1CC(C)CN(C(=O)c2ccc3ccccc3c2)C1 (configuration not stated) |
| i | i | CCCCOc1ccc(/C=N/NC(=S)Nc2cc(C)ccc2C)cc1 |
| i | i | CC(C)N(C(=O)CSc1nnc(CN2CCCCCC2=O)n1-c1ccccn1)C(C)C |
| i | x | CN(C(=O)c1cccc(OC2CCN(S(=O)(=O)N(C)C)CC2)c1)C1CCOC1 (configuration not stated) |
| i | i | O=C(COC(=O)Cn1cnc2ccccc21)Nc1cccc(S(=O)(=O)N2CCOCC2)c1 |
| i | i | O=C(Nc1ccc(N2CCN(c3ccc(O)cc3)CC2)cc1)Oc1ccccc1 |
| i | i | CN(C)C(=O)c1nc(C#N)c(N(C)C)o1 |
| i | i | O=C1NCCN1C(=O)C12CC3CC(CC(C3)C1)C2 |
| i | i | CN1C(C(=O)Nc2ccc(F)cc2F)=CC(c2ccco2)=NS1(=O)=O |
| i | i | COc1ccc(N2CC(NC(=O)N3CCN(c4ccccc4)CC3)CC2=O)cc1 (configuration not stated) |
| i | i | Cc1ccc(SCCC(=O)OC(C(=O)NC(N)=O)C(C)C)cc1 (configuration not stated) |
| i | i | Oc1ccc(C2C(c3ccccc3)=NN=C(c3ccccc3F)N2O)c(O)c1 (configuration not stated) |
| i | i | Cc1cc(C)n2nc(-c3sccc3-n3cccc3)cc2n1 |
| i | x | COc1ccc(O)c(/C=c2/sc3nc4cc(C)c(C)cc4n3c2=O)c1 |
| i | i | CC1CCCN(c2oc(-c3cccc4ccccc34)nc2C#N)C1 (configuration not stated) |
| i | i | COc1cccc(C(=O)Oc2cccc(N3C(=O)C4C5CC(C(Br)C5Br)C4C3=O)c2)c1 (configuration not stated) |
| i | i | Cc1cc(S(=O)(=O)N2CCC(NC(=O)C34CC5CC(CC(C5)C3)C4)CC2)ccc1-n1cnnn1 |
| i | i | O=C(NCc1ccco1)c1cc(-c2ccccc2)on1 |
| i | i | O=C1CCCC1C(=O)Nc1ccc2ccccc2c1 (configuration not stated) |
| i | i | CN1CCc2c(sc3c2C(=O)NC(/C=C\c2ccccc2)N3)C1 (configuration not stated) |
| i | i | CCCCC(=O)C1CCN(Cc2ccccc2)CC1 |
| i | i | Cc1ccc(NC(=O)CCNC(=O)Cn2cnc3ccccc3c2=O)cc1F |
| i | i | CC1Nc2ncnc(N3CCOCC3)c2N(Cc2ccc(Cl)cc2)C1=O (configuration not stated) |
| i | i | CO/N=C/NC(=O)C1=NOC(CNc2ncc(C(F)(F)F)cc2Cl)C1 (configuration not stated) |
| i | i | O=c1ccc(Oc2nc(N3CCOCC3)nc(N3CCOCC3)n2)n[nH]1 |
| i | i | COc1ccc(/C=C/C(=O)NC(=S)NNC(=O)c2cccs2)cc1OC |

The results go on.
| KCNQ2 block | CHT block | structure |
| --- | --- | --- |
| i | i | CCC1(c2ccc(F)cc2)NC(=O)N(CC(=O)NCc2ccccc2Cl)C1=O (configuration not stated) |
| i | i | Cc1c(/C=C/C(=O)c2ccccc2)cnn1C |
| i | i | O=C(CSc1nc2ncc(Cl)cc2[nH]1)NC1CCS(=O)(=O)C1 (configuration not stated) |
| i | i | CC(=O)C1=C(O)C(=O)N(CCCn2ccnc2)C1c1ccc(Br)cc1 (configuration not stated) |
| i | i | Cc1cc(C)nc(SCc2nnc(SCC(=O)O)n2-c2ccccc2)n1 |
| i | i | Cc1ccc(S(=O)(=O)Nc2ccc(C(=O)NCc3cccnc3)cc2)cc1 |
| i | i | COc1ccc(C2CC(c3ccc4ccccc4c3)=NN2C(=O)CSc2ncccn2)cc1 (configuration not stated) |
| i | -5.3* | CCOC(=O)c1sc(NC(=O)CCN2CCN(C)CC2)c(C(=O)OCC)c1C |
| i | i | Cc1ccc(CCNS(=O)(=O)c2cc3c(cc2C)n(C)c(=O)c(=O)n3C)cc1 |
| i | i | CCOc1cc(-c2c(C#N)c(N)nc3c2CCc2ccccc2-3)ccc1O |
| i | i | Cc1c(NC(=O)c2ccc3c(c2)C(=O)N(Cc2ccco2)C3=O)cccc1C(=O)O |
| i | i | COc1cc([C@H]2[C@@H]3CCCC[C@]3(O)CCN2Cc2ccccc2F)ccc1O |
| i | i | O=C(O)Cn1c(=O)c2c3c(sc2n(Cc2ccccc2)c1=O)CCCC3 |
| i | i | COc1ccc(C(=O)NCC(=O)N2CCCC(C(F)(F)F)C2)cc1OC (configuration not stated) |
| -8.1* | i | Cc1ccc(-n2nc3c(=O)n(C(C)C(=O)NCc4ccccc4Cl)nc(C)c3c2C)cc1 (configuration not stated) |
| i | i | O=[N+]([O-])c1ccc(Cl)c(/C=N/Nc2nc(N3CCOCC3)nc(N3CCOCC3)n2)c1 |
| i | i | CCOc1cc(NC(=O)c2cccs2)c(OCC)cc1NC(=O)c1ccco1 |
| i | i | O=C(CCSc1nc(-c2ccco2)cc(C(F)(F)F)n1)NCCN1CCOCC1 |

Compounds above containing a furan ring, fused or not (14):
| KCNQ2 block | CHT block | structure |
| --- | --- | --- |
| i | i | O=C(Nc1cc2nn(-c3ccccc3)nc2cc1Cl)c1ccco1 |
| i | i | O=c1[nH]c2cc3c(cc2cc1CN(CCCO)C(=S)NCc1ccco1)OCO3 |
| i | i | O=C(/C=C\c1ccc(-c2cccc([N+](=O)[O-])c2)o1)N1CCOCC1 |
| i | i | COc1cc(C2=NOC(C(=O)NCc3ccco3)C2)cc(OC)c1OC (configuration not stated) |
| i | i | O=C(CSc1nc2ccc(Nc3nc(N4CCCC4)nc(N4CCCC4)n3)cc2s1)NCc1ccco1 |
| i | i | Cc1c(Cl)c(C(=O)NNC(=S)NCc2ccco2)nn1C |
| i | i | CCS(=O)(=O)Nc1ccc(C2=NN(C(=O)c3ccco3)C(c3ccco3)C2)cc1 (configuration not stated) |
| i | i | Cc1sc(NC(=S)NC(=O)c2ccco2)c(C#N)c1C |
| i | i | COc1ccc(C2CC(c3ccccc3)Nc3nc(NC(=O)c4ccco4)nn32)cc1 (configuration not stated) |
| i | i | CN1C(C(=O)Nc2ccc(F)cc2F)=CC(c2ccco2)=NS1(=O)=O |
| i | i | O=C(NCc1ccco1)c1cc(-c2ccccc2)on1 |
| i | i | Cc1c(NC(=O)c2ccc3c(c2)C(=O)N(Cc2ccco2)C3=O)cccc1C(=O)O |
| i | i | CCOc1cc(NC(=O)c2cccs2)c(OCC)cc1NC(=O)c1ccco1 |
| i | i | O=C(CCSc1nc(-c2ccco2)cc(C(F)(F)F)n1)NCCN1CCOCC1 |

This is a random part of the collection (roughly 1.9% active in at least one column).
